# Assay outcomes deposited in PubChem by Sanford-Burnham Center for Chemical Genomics.
# EphA4 KYL inhibition: EphA4 ligand-binding antagonists – biochemical, colorimetric, mouse EphA4, primary screen (AID 689); 62,000 tested, 0.1% active; inhibition, % at 10 µM, or IC50 in µM where a hit was titrated; EphA4-AP binding to KYL peptide, pNPP A405; higher % means a stronger effect; in the data active = a potency from the dose series; inactive = the rest, 99 in 100 with inhibition below about 22%
# * hit, by the source's call.
EphA4 KYL inhibition	SMILES
-5.3%	COc1ccc(-n2c(C)cc(=O)c3c2CC(C)(C)CC3=O)cc1
3.6%	Cn1c(C(=O)N2CCN(C(=O)c3ccco3)CC2)cc2c(=O)n(C)c3ccccc3c21
-0.7%	COC(=O)Cn1c(CN(Cc2ccccc2)Cc2ccccc2)nc2c1c(=O)[nH]c(=O)n2C
11.2%	CCCC1=NN(C(=O)c2ccccc2Cl)C(O)(C(F)(F)F)C1 (configuration not stated)
7.4%	CCOC(=O)Cc1csc(-n2sc3ccccc3c2=O)n1
-3.3%	O=C(NC1CCCC1)C(c1ccc(N2CCOCC2)cc1)N(Cc1ccccc1)C(=O)c1ccco1 (configuration not stated)
11.3%	Cn1nnnc1SCc1nnc(-c2ccc(Cl)cc2)o1
3.1%	COc1ccc(C2=NOC3(CC(=O)N(c4ccc(C)cc4)C3=O)C2)cc1 (configuration not stated)
-4.8%	CC(SCc1cn2cc(Cl)ccc2n1)C(=O)O (configuration not stated)
10.2%	Cc1c(NC(=O)c2noc(C(C)C)c2[N+](=O)[O-])c(=O)n(-c2ccccc2)n1C
19.9%	CCOC(=O)C1CCN(C(c2cc3ccc(C)c(C)c3[nH]c2=O)c2nnnn2C2CCCCC2)CC1 (configuration not stated)
3.2%	CCCNc1c(F)c(F)c2c(C)c3ccccc3nc2c1F
-6.3%	Cc1ccc(S(=O)(=O)N2c3ccccc3C(C)CC2(C)C)cc1 (configuration not stated)
-10.2%	N#Cc1ccc(NC(=O)C2CC(c3ccc(F)cc3)=NO2)cc1 (configuration not stated)
-2.4%	COc1ccccc1N1CCSC1C(N)=O (configuration not stated)
5.3%	O=C(NC1CCN(C(=O)N2CCOCC2)CC1)c1ccccc1
-0.6%	O=C(CC1S/C(=N\N=C\c2ccco2)NC1=O)Nc1ccccc1F (configuration not stated)
2.2%	COc1ccc(CN2CCN(S(=O)(=O)c3ccc(F)cc3)CC2)c(OC)c1OC
-5.3%	CCOP(=O)(CC(=O)O)c1ccccc1 (configuration not stated)
1.3%	COc1ccccc1CNC(=O)C(NS(=O)(=O)c1ccc2c(c1)oc(=O)n2C)C(C)C (configuration not stated)
-7.6%	CSc1nc2cc3c(cc2n1C(=O)c1ccc(C)cc1)OCCO3
-8.1%	COc1cc(NS(=O)(=O)c2ccc(NC(=O)c3cccc(C)c3)cc2)ncn1
3.5%	C=C(C)C(=O)Nc1cccc(C(=O)c2cccc(NC(=O)C(=C)C)c2)c1
-20.5%	Cc1cccc(NC(=O)Cn2c(=O)n3nc(CCn4nc(C)cc4C)nc3c3ccccc32)c1
9.1%	CC(Oc1ccc(Cl)cc1Cl)C(=O)NCc1ccncc1 (configuration not stated)
-11.7%	CCn1c(=O)n(CC(=O)NCc2ccco2)c(=O)c2ccccc21
-2.2%	O=C(Nc1cc(C(F)(F)F)ccc1Cl)c1nn2c(c1Br)NC(c1ccccc1)CC2C(F)(F)F (configuration not stated)
-22.6%	COc1cc(OC)c(C2C(C(=O)Nc3ccc(C)cc3C)=C(C)Nc3ncnn32)cc1OC (configuration not stated)
3.0%	CCOC(=O)/C=C(/C)Nc1c(C)n(C)n(-c2ccccc2)c1=O
1.1%	CC1=C(C(=O)Nc2ccccc2)C(c2ccccc2F)NC(=O)N1 (configuration not stated)
-5.3%	COc1ccc2nc(N3C(=O)CC(Cc4ccc(Cl)cc4)C3=O)sc2c1 (configuration not stated)
-10.1%	COc1ccc(C2CC(=O)c3cnc(NC(=O)c4ccccc4)nc3C2)c(OC)c1 (configuration not stated)
-2.3%	O=c1c2ccccc2cnn1-c1ccc(Cl)cc1
-4.9%	CCc1cccc(CC)c1N(COC)C(=O)Cn1ccccc1=N
4.5%	O=C(c1ccc2ccccc2c1)N1CCN(c2ccc([N+](=O)[O-])c(N3CCOCC3)c2)CC1
1.1%	Cc1ccc2occ(C(c3nnnn3C3CCCC3)N3CCN(C(=O)c4ccco4)CC3)c(=O)c2c1 (configuration not stated)
-1.9%	COc1ccc(CO/N=C(/N)c2nonc2N)cc1[N+](=O)[O-]
-22.3%	O=C(Nc1ccc(Cl)cc1)c1cccnc1N1CCCCC1
-15.2%	CC(C)OC(=O)C1C2C=CC3(CN(Cc4cccs4)C(=O)C13)O2 (configuration not stated)
-8.8%	OCc1cn(-c2ccccc2)nc1-c1ccco1

# Random excerpt: 6 records from the list.
EphA4 KYL inhibition	SMILES
-1.9%	COc1ccc(CO/N=C(/N)c2nonc2N)cc1[N+](=O)[O-]
-11.7%	CCn1c(=O)n(CC(=O)NCc2ccco2)c(=O)c2ccccc21
-20.5%	Cc1cccc(NC(=O)Cn2c(=O)n3nc(CCn4nc(C)cc4C)nc3c3ccccc32)c1
-8.8%	OCc1cn(-c2ccccc2)nc1-c1ccco1
4.5%	O=C(c1ccc2ccccc2c1)N1CCN(c2ccc([N+](=O)[O-])c(N3CCOCC3)c2)CC1
-2.3%	O=c1c2ccccc2cnn1-c1ccc(Cl)cc1

# Returning to the listing; the 3 compounds before the break are reprinted first.
EphA4 KYL inhibition	SMILES
-22.3%	O=C(Nc1ccc(Cl)cc1)c1cccnc1N1CCCCC1
-15.2%	CC(C)OC(=O)C1C2C=CC3(CN(Cc4cccs4)C(=O)C13)O2 (configuration not stated)
-8.8%	OCc1cn(-c2ccccc2)nc1-c1ccco1
-2.1%	Cc1ccc(-n2c(=O)[nH]cc(C(=O)Nc3ccc4c(c3)OCCO4)c2=O)cc1
11.5%	Cn1c(=O)[nH]c(=O)c2c1nc(N1CCC(Cc3ccccc3)CC1)n2Cc1ccccc1
4.7%	CSCCC(=O)N1C(C)CCCC1C(=O)O (configuration not stated)
-2.9%	CS(=O)(=O)N(Cc1ccco1)CC(O)Cn1cc(C=O)c2ccccc21 (configuration not stated)
-7.1%	CC1(C)CC(=O)C(N=Nc2cc(Cl)c(Cl)c(Cl)c2)=C(O)C1
-3.9%	CN1CCC(N2CCCC(C(=O)O)C2)CC1 (configuration not stated)
-5.1%	COC(=O)C1=C(C)NC2=C(C(=O)c3ccccc32)C1c1ccc(OCc2ccccc2Cl)c(Cl)c1 (configuration not stated)
-5.8%	CC(C)CC1C(C#N)=C(N)Oc2n[nH]c(-c3cccs3)c21 (configuration not stated)
-6.4%	O=c1cc(N2CCC(Cc3ccccc3)CC2)[nH]c(=O)n1C1CCCCC1
1.0%	Cc1onc(-c2ccccc2Cl)c1C(=O)OCC(=O)c1ccc2c(c1)OCCO2
-28.7%	CNCCOCC(O)CSc1ccccc1 (configuration not stated)
-12.1%	CCOCCCNC(=O)C1CCCCN1S(=O)(=O)c1ccc(F)cc1 (configuration not stated)
1.3%	O=C(Nc1ccc(Cl)cc1)c1ccc(I)cc1
-6.1%	CN(c1ccccc1C(=O)O)S(C)(=O)=O
3.7%	O=C(Nc1ccc(CN2CCOCC2)cc1)c1ccc(-c2cccc(Cl)c2)o1
-14.9%	Cc1cc(C(C)(C)C)ccc1OCCN1CCCC1
18.1%	CCCOC(=O)c1cccc(NC(=O)COc2ccc(Br)cc2)c1
-6.9%	Cc1ccc(C(=O)COC(=O)CCC(=O)Nc2cc(Cl)ccc2Cl)cc1[N+](=O)[O-]
-1.5%	COC(=O)c1sc2ccccc2c1-n1cccc1C(=O)C(=O)Nc1ccc(F)cc1
2.5%	CCCCNC(=O)c1onc(CSc2cccc3ccccc23)c1C(=O)O

# An excerpt from above in order of their number in EphA4 KYL inhibition, low to high.
molecule	EphA4 KYL inhibition
CCn1c(=O)n(CC(=O)NCc2ccco2)c(=O)c2ccccc21	-11.7%
O=C(Nc1cc(C(F)(F)F)ccc1Cl)c1nn2c(c1Br)NC(c1ccccc1)CC2C(F)(F)F (configuration not stated)	-2.2%
O=C(Nc1ccc(Cl)cc1)c1ccc(I)cc1	1.3%
CCCNc1c(F)c(F)c2c(C)c3ccccc3nc2c1F	3.2%
O=C(Nc1ccc(CN2CCOCC2)cc1)c1ccc(-c2cccc(Cl)c2)o1	3.7%
CSCCC(=O)N1C(C)CCCC1C(=O)O (configuration not stated)	4.7%
Cn1nnnc1SCc1nnc(-c2ccc(Cl)cc2)o1	11.3%

# Later entries:
EphA4 KYL inhibition	SMILES
-13.6%	CCCCCOC(=O)c1cc(=O)[nH]c2ccccc12
-7.1%	O=C(/C=C/c1ccccc1)NNC(=O)C1CC1
-6.6%	O=C1C2C3CCC(C3NCc3ccccc3)C2C(=O)N1Cc1ccccc1 (configuration not stated)
-4.0%	Cc1ccc2c(c1)[nH]c1c(=O)n(CCN3CCCCC3)cnc12
-11.7%	O=S(=O)(NCc1ccncc1)c1ccccc1
-11.9%	O=[N+]([O-])c1ccccc1-c1ccc(/C=N/n2cnnc2)o1
4.8%	CC1CCN(C(=O)CSCc2ccc(Cl)cc2)CC1
-7.5%	COc1ccc2nc(NC(=O)CCn3cccc3)sc2c1
3.2%	CN1CCN(c2ncnc3c2cnn3-c2ccc(Cl)cc2)CC1
9.0%	CCCOc1ccc(C(=O)Nc2cccc(OC)c2)cc1
-7.9%	Cc1sc2ccccc2[n+]1CCC(C)S(=O)(=O)[O-] (configuration not stated)
-0.2%	COc1ccc(-c2[nH]ncc2-c2cnn(-c3ccccc3)c2)c(O)c1
-5.8%	Cc1nnc(SCC(=O)NCC2CCCO2)n1-c1ccccc1 (configuration not stated)
-2.6%	S=c1[nH]nc(CSCc2ccccc2Cl)n1-c1ccccc1
-5.3%	CCOC(=O)C1CCN(CC(=O)Nc2c(C(=O)OC)n(C)c3cccc(C)c23)CC1
3.4%	Cc1sc(NC(=O)c2ccco2)c(CN2CCN(c3ccccc3)CC2)c1C
-2.2%	Cc1ccc(NC(=O)c2ccc(I)cc2)cc1Cl
-9.9%	c1ccc(COc2ccc(-c3csnn3)cc2)cc1
-7.6%	CCCCc1ccc(CC(=O)O)cc1
-4.0%	COc1ccc(-c2nnc(N3CCCCC3)c3ccccc23)cc1
-9.6%	COc1ccc(OC)c(S(=O)(=O)N2CCCCC2C(=O)O)c1 (configuration not stated)
-0.5%	CCCOc1ccc(C(=O)Nc2ccc(O)c(-c3nc4cc(C)c(C)cc4o3)c2)cc1
10.0%	CCCCNC(=O)c1ccc(CS(=O)(=O)c2cccc(C(F)(F)F)c2)o1
0.0%	CCC(C)NC(=O)C1CC(c2cccc(OC)c2)=NO1 (configuration not stated)
-8.4%	CCc1c(C)[nH]n(-c2nc(-c3cccc([N+](=O)[O-])c3)cs2)c1=O
6.5%	COC(=O)C1=C(C)OC(N)=C(C#N)C1C1CCCCC1 (configuration not stated)
-5.3%	COc1ccc(NC(=O)C2CCCN2C(=O)NC2CCCCC2)cc1OC (configuration not stated)
-8.9%	CCOC(=O)c1[nH]c(C)c(/C(O)=C2\C(=O)C(=O)N(CCCN3CCOCC3)C2c2cccnc2)c1C (configuration not stated)
-4.8%	O=C(NCCc1ccccc1)c1cc2nc(-c3ccc([N+](=O)[O-])cc3)cc(C(F)(F)F)n2n1
-4.0%	COc1cccc(NC2c3ccccc3C(=O)N2Cc2ccco2)c1 (configuration not stated)
-13.7%	Cc1c2c(nc3c(C(=O)NC4CCCC4)cnn13)CCCC2
-5.3%	O=C1CC2(CCCCC2)Oc2ccc(OCC(=O)N3CCOCC3)cc21
-10.5%	CC1CN(S(=O)(=O)c2ccc(NC(=O)CCN3C(=O)c4ccccc4C3=O)cc2)CC(C)O1 (configuration not stated)
-2.1%	COC(=O)c1sc(NC(=O)c2ccc(Cn3cc(Cl)cn3)o2)c(C#N)c1C
18.4%	Cc1cc(OCC(=O)Nc2cc(Cl)ccc2C)ccc1Cl
2.1%	O=c1[nH]n(-c2ccc(Cl)cc2)c(=O)c(Cl)c1Cl
-12.2%	CC1CC(C)CN(C(=O)CSc2nc3ccsc3c(=O)n2Cc2ccccn2)C1 (configuration not stated)
-5.6%	O=C(COc1ccc(Cl)cc1)NNC(=O)C(=O)N1CCCCC1
7.1%	CCCNC(=O)NCCc1c(C)[nH]c2ccccc12
-4.2%	Cc1cc(C)cc(-c2nnc(SCC(=O)N3CCN(C(=O)c4ccco4)CC3)o2)c1
-2.8%	N#CCSc1nc2cc(C(=O)N3CCC(C(N)=O)CC3)ccc2c2nc3ccccc3n12
-15.2%	NC(=O)C(c1cccc(Cl)c1)c1ncc(C(F)(F)F)cc1Cl (configuration not stated)
1.2%	CC1CCN(C(=O)CSc2nc3ccccc3c(=O)n2Cc2ccc3c(c2)OCO3)CC1
-7.5%	Cc1cccc(Cc2cnc(N)s2)c1
1.7%	COC(=O)c1cc(OC)c(OC)cc1NC(=O)c1ccco1
-1.7%	Cc1[nH]c2ccccc2c1C(=O)NS(=O)(=O)c1ccccc1Cl
-10.6%	CCOc1c(CNCCNC(=O)c2nonc2N)cccc1OC
0.7%	Nc1c(C(=O)NCc2ccc(Cl)cc2)sc2nc3c(c(C(F)(F)F)c12)CCC3
-2.2%	CCOC(=O)CC1C(=O)NCCN1Cc1cccc(C(F)(F)F)c1 (configuration not stated)
-20.7%	Cn1c(NC(=O)c2ccc(Cl)cc2)c(-c2ccccn2)c(=O)c2ccccc21
-8.3%	COc1ccc2c(c1)c(=O)oc1cc3occ(C(C)(C)C)c3cc12
-7.6%	COc1ccc(CC(=O)Nc2cccc(/C(C)=N/NC(=O)c3cccc([N+](=O)[O-])c3)c2)cc1
-0.1%	Cc1ccc2c(c1)nnn2C1CCN(S(=O)(=O)c2ccc(C(=O)N3C(C)CCCC3C)cc2)CC1 (configuration not stated)
-6.8%	CC(=O)NC(=O)c1nnn(Cc2ccccc2)c1NC(C)=O
-7.1%	CCOc1ccc(S(=O)(=O)N2CCOCC2)cc1
-0.6%	CCOc1ccccc1NC(=O)CN1C(=O)/C(=C\c2cc(OC)c(OC)c(OC)c2)SC1=S
-3.2%	Cc1nnc(C)n1N1C(=O)c2cccc3cccc(c23)C1=O
-20.2%	c1ccc(Sc2ncnc3c2oc2ccccc23)cc1

# Look-ups from the list:
# Cc1[nH]c2ccccc2c1C(=O)NS(=O)(=O)c1ccccc1Cl – EphA4 KYL inhibition = -1.7%
# CCOc1ccc(S(=O)(=O)N2CCOCC2)cc1 – EphA4 KYL inhibition = -7.1%
# NC(=O)C(c1cccc(Cl)c1)c1ncc(C(F)(F)F)cc1Cl (configuration not stated) – EphA4 KYL inhibition = -15.2%

# An excerpt (hit frequency here may not be typical).
